hIAP inh – human IAP inhibitors, primary screen, biochemical, luminescence, uHTS. purified IAP, CDP-Star luminescence, 30 min. inhibition, % at 10 µM. 330,000 compounds, 0.12% hits;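 active = inhibition reaching a set limit with compound at 10 µM in the primary screen, cut at about 35% in these data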;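 note: plate controls were DMSO wells with enzyme for no effect and no-enzyme buffer wells for full effect; values of inactives mirror those of a sister screen read the other way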
Target sequence (P09923 whole entry, looked up): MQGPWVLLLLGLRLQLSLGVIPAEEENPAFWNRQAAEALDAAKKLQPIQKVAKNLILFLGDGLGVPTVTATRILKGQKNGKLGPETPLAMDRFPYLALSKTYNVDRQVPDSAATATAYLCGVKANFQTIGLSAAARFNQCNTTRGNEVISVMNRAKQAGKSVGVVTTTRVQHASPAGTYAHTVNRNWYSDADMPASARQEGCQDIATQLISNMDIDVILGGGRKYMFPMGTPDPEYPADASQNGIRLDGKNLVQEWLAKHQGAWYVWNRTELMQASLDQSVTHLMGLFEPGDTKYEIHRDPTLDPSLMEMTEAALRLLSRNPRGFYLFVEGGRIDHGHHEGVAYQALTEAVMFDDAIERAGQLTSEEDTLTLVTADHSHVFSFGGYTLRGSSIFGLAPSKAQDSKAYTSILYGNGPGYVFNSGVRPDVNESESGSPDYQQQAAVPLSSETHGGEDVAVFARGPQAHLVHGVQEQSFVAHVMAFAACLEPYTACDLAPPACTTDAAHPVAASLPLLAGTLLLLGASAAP
mIAP activ – activators of mouse IAP, primary screen, biochemical, luminescence, uHTS | activation factor at 10 µM | 330,000 compounds, 0.24% hits | muIAP, CDP-Star luminescence, 30 min; stronger effect = higher value; 1 = vehicle-only enzyme signal, 0 = enzyme-free wells | intestinal alkaline phosphatase [Mus musculus];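 active = activation factor of at least 2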; note: the source names both 10 and 20 µM as test concentration; values of inactives mirror those of a sister screen read the other way
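System: mouse IAP enzyme. Reagent: CDP-Star chemiluminescent phosphatase substrate. Benchmarks: DMSO wells, no-enzyme wells. Times: 30 min enzyme-substrate-compound incubation at room temperature. Detection: luminescence from enzymatic CDP-Star hydrolysis. Doses: test compounds delivered from DMSO solution.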
hIAP activ – human IAP activators, primary screen, biochemical, luminescence, uHTS; Intestinal-type alkaline phosphatase (Homo sapiens), P09923; purified human IAP, CDP-Star luminescence, 30 min; stronger effect = higher value; 1 = vehicle-only enzyme, 0 = enzyme-free background; activation factor at 10 µM; 330,000 compounds, 0.16% hits; AID 2524, 2010;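 active = activation factor of the enzyme at least 2-fold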; note: the source names both 10 and 20 µM as test concentration; values of inactives mirror those of a sister screen read the other way
APOBEC3A inh – APOBEC3A ssDNA deaminase inhibitors, primary screen, selectivity assay for APOBEC3G inhibitor project, biochemical, FAM/TAMRA oligo cleavage fluorescence | recombinant A3A, FAM/TAMRA ssDNA deamination fluorescence | inhibition, % at 20 µM | 330,000 compounds, 0.41% hits | AID 493011, 2011;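 active = at least 40% inhibition at 20 µM here, with at most 30% in a related deaminase screen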;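 note: plate controls were A3A with DMSO for no effect and wells lacking A3A enzyme for full effect; some results filed as inactive read as strong as hits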
Target sequence (P31941 whole entry, looked up): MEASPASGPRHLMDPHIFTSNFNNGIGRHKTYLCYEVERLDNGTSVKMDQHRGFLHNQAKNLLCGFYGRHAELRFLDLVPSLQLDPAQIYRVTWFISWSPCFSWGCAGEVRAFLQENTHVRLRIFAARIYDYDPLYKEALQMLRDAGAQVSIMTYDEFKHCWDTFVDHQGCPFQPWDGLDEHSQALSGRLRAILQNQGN
MIN6 prolif – inducers of MIN6 beta-cell proliferation, primary screen, ATP luminescence, uHTS. 330,000 compounds, 0.29% hits. AID 2380, 2010. proliferation, % at 10 µM. MIN6 cells proliferation, ATPlite luminescence, 48 h; cells starved in 0.2% serum; 100% = growth in 10% serum;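 active = compounds whose signal lies at least 3.5 SD above the mean of all wells on their plate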;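 note: 0% = DMSO-treated cells in low-serum medium and 100% = 10% serum control; some compounds called inactive have numbers as strong as hits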
MPTP block – mitochondrial permeability transition pore inhibitors, primary screen, biochemical, isolated mouse mitochondria, absorbance. Ca2+ swelling absorbance, 30 min. inhibition, % at 10 µM. 360,000 compounds, 1.4% hits. AID 602449, 2012;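 active = inhibition of 50% or more, scaled per plate between neutral and stimulator controls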;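 note: 0% = DMSO wells given calcium and 100% = 1 mM EGTA wells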
GRIN3A LBD mod – binders of NR3A ligand-binding domain, primary screen, biophysical, differential scanning fluorimetry, uHTS; NR3A LBD differential scanning fluorimetry, Tm shift; 0% = protein alone, 100% = glycine-bound protein; Tm shift relative to glycine control, % at 25 µM; 340,000 compounds, 2.5% hits; AID 1259313, 2017;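 active = melting temperature shift of at least 10% of the positive control shift, at one fixed dose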
A3G deaminase – APOBEC3G DNA deaminase inhibitors, primary screen, biochemical, fluorescence, single-stranded DNA substrate, uHTS | 330,000 compounds, 0.28% hits | inhibition, % at 20 µM | recombinant A3G, ssDNA deamination FAM/TAMRA fluorescence | DNA dC->dU-editing enzyme APOBEC-3G (Homo sapiens), Q9HC16;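 active = inhibition of at least 40% at 20 µM, with no more than 30% in the related APOBEC3A deaminase screen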;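 note: plate controls were DMSO wells with A3G for no effect and wells lacking A3G enzyme for full effect; some compounds called inactive have numbers as strong as hits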
mIAP inh – inhibitors of mouse IAP, primary screen, biochemical, luminescence, uHTS; intestinal alkaline phosphatase [Mus musculus]; purified mouse IAP, CDP-Star luminescence, 30 min; inhibition, % at 10 µM; 330,000 compounds, 0.2% hits; AID 2806, 2010;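 active = inhibition of at least 40% at 10 µM in the primary screen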;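 note: plate controls were DMSO with enzyme for no effect and no enzyme wells for full effect; values of inactives mirror those of a sister screen read the other way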
* hit, by the source's call.

CCCCN(C)C(=O)Cn1nc(Cc2ccncc2)c2ccccc2c1=O was read as hIAP inh 8, mIAP activ 1, hIAP activ 0.92, APOBEC3A inh -5, MIN6 prolif -2, MPTP block 1.2, GRIN3A LBD mod -1, A3G deaminase 3 and mIAP inh -5.
Screening Cc1ccc(C(c2nnnn2C2CCCCC2)N2CCN3CCCC3C2)cc1 (stereo unspecified) returned hIAP inh 4, mIAP activ 0.99, hIAP activ 0.96, APOBEC3A inh 1, MIN6 prolif -3, MPTP block -1.4, GRIN3A LBD mod -2, A3G deaminase 1 and mIAP inh 1.
O=[N+]([O-])c1ccc(N2CCOCC2)cc1O was read as hIAP inh 18, mIAP activ 1.1, hIAP activ 0.82, APOBEC3A inh 1, MIN6 prolif -3, MPTP block 1.8, GRIN3A LBD mod 1, A3G deaminase 0 and mIAP inh -6.
Screening Cc1ccn2cc(CCNS(=O)(=O)c3ccc4c(c3)OCCO4)nc2c1 returned hIAP inh -2, mIAP activ 1.2, hIAP activ 1, APOBEC3A inh 0, MIN6 prolif -3, MPTP block -1.8, GRIN3A LBD mod -6, A3G deaminase 3 and mIAP inh -18.
Cc1ccc(Oc2nnc(-c3ccc(C)cc3)c3ccccc23)cc1 was read as hIAP inh -4, mIAP activ 0.92, hIAP activ 1, APOBEC3A inh 1, MIN6 prolif 0, MPTP block 0.8, GRIN3A LBD mod -4, A3G deaminase -5 and mIAP inh 8.
`O=C1CCCc2c1[nH]c1ccccc21` gave hIAP inh -8, mIAP activ 1, hIAP activ 1.1, APOBEC3A inh 0, MIN6 prolif 1, MPTP block -0.5, GRIN3A LBD mod -3, A3G deaminase 1 and mIAP inh -3.
`Clc1ccccc1-c1nnc2sc(-c3cccs3)nn12` gave hIAP inh 20, mIAP activ 1, hIAP activ 0.8, APOBEC3A inh 4, MIN6 prolif -1, MPTP block -1.1, GRIN3A LBD mod 0, A3G deaminase 2 and mIAP inh -1.
`COc1ccc(NC(C#N)c2ccc(OC)cc2)cc1` (stereo unspecified) gave hIAP inh 6, mIAP activ 1, hIAP activ 0.94, APOBEC3A inh -2, MIN6 prolif -1, MPTP block -5.2, GRIN3A LBD mod 1, A3G deaminase -7 and mIAP inh -4.
Screening O=C(O)c1ccc(CSc2nnc(-c3ccco3)n2-c2ccccc2)cc1 returned hIAP inh 2, mIAP activ 0.99, hIAP activ 0.98, APOBEC3A inh -4, MIN6 prolif -2, MPTP block 0.5, GRIN3A LBD mod 0, A3G deaminase -5 and mIAP inh 1.
`CCSc1ncccc1C(=O)N[C@@H](CCSC)C(=O)OC` gave hIAP inh 15, mIAP activ 0.98, hIAP activ 0.85, APOBEC3A inh -4, MIN6 prolif 4, MPTP block 1.0, GRIN3A LBD mod 1, A3G deaminase -6 and mIAP inh 2.
`NC(=O)CN(c1ccc(Cl)cc1)S(=O)(=O)c1ccccc1` gave hIAP inh 4, mIAP activ 1, hIAP activ 0.96, APOBEC3A inh -2, MIN6 prolif -4, MPTP block 0.9, GRIN3A LBD mod -3, A3G deaminase -9 and mIAP inh 0.
Screening CC(=O)CC1(OC(C)=O)C(=O)N(C)c2ccccc21 (stereo unspecified) returned hIAP inh 3, mIAP activ 1, hIAP activ 0.97, APOBEC3A inh 5, MIN6 prolif -7, MPTP block -1.5, GRIN3A LBD mod -3, A3G deaminase -9 and mIAP inh -2.
Cc1ncsc1C(=O)NCc1ccc(N2CCCC2=O)cc1 was read as hIAP inh 5, mIAP activ 0.99, hIAP activ 0.95, APOBEC3A inh 2, MIN6 prolif -1, MPTP block 3.7, GRIN3A LBD mod -1, A3G deaminase -7 and mIAP inh 1.
Screening COc1ccc(OC)c(C(O)c2coc3ccc(O)c(CN(C)C)c23)c1 (stereo unspecified) returned hIAP inh 7, mIAP activ 0.99, hIAP activ 0.93, APOBEC3A inh -3, MIN6 prolif 0, MPTP block 0.3, GRIN3A LBD mod 3, A3G deaminase -2 and mIAP inh 0.
`COc1ccccc1C(=O)NC(CCSC)C(=O)NCc1ccncc1` (stereo unspecified) gave hIAP inh 14, mIAP activ 1.1, hIAP activ 0.86, APOBEC3A inh -2, MIN6 prolif 0, MPTP block -1.1, GRIN3A LBD mod 0, A3G deaminase -9 and mIAP inh -5.
`CCOC(=O)C1=C(C)N=C2SCCC(=O)N2C1c1cccs1` (stereo unspecified) gave hIAP inh -1, mIAP activ 1.1, hIAP activ 1, APOBEC3A inh -2, MIN6 prolif 4, MPTP block 0.0, GRIN3A LBD mod -3, A3G deaminase -5 and mIAP inh -14.
Screening Cc1cccc(NC(=O)CSC2=NN3CCCC(=O)N=C3S2)c1C returned hIAP inh 18, mIAP activ 0.98, hIAP activ 0.82, APOBEC3A inh 3, MIN6 prolif 0, MPTP block 1.8, GRIN3A LBD mod 2, A3G deaminase -7 and mIAP inh 2.
`O=C(/C=C/c1ccco1)Nc1cc(Cl)ccc1C(=O)O` gave hIAP inh 10, mIAP activ 0.9, hIAP activ 0.9, APOBEC3A inh 25, MIN6 prolif 0, MPTP block 3.7, GRIN3A LBD mod -10, A3G deaminase 3 and mIAP inh 10.
Screening O=C(NCc1cccnc1)C1c2ccccc2C(=O)N1C1CCCC1 (stereo unspecified) returned hIAP inh -21, mIAP activ 0.95, hIAP activ 1.2, APOBEC3A inh 3, MIN6 prolif 0, MPTP block -0.5, GRIN3A LBD mod 2, A3G deaminase 11 and mIAP inh 4.
Screening CC(C)CNC(=S)N1CCN(Cc2ccc3c(c2)OCO3)CC1 returned hIAP inh 3, mIAP activ 0.91, hIAP activ 0.97, APOBEC3A inh -1, MIN6 prolif 0, MPTP block 0.5, GRIN3A LBD mod 0, A3G deaminase -3 and mIAP inh 9.
For CC[C@]12c3[nH]c4ccccc4c3CCN1C(=O)C(CC(=O)NCCCOC)C[C@@H]2C(=O)N1CCN(C(=O)c2ccco2)CC1 (stereo partly specified) the results were hIAP inh -4, mIAP activ 1.1, hIAP activ 1, APOBEC3A inh -2, MIN6 prolif -4, MPTP block -1.3, GRIN3A LBD mod 0, A3G deaminase -6 and mIAP inh -11.
Screening CCOc1ccc(NC(=O)CSc2nnc(Cc3cccn3C)n2-c2ccc(OC)cc2)cc1 returned hIAP inh -18, mIAP activ 0.98, hIAP activ 1.2, APOBEC3A inh -11, MIN6 prolif 1, MPTP block 0.1, GRIN3A LBD mod -1, A3G deaminase -1 and mIAP inh 2.
Screening CCN1C(=O)/C(=C/C=C2/SCCN2C)SC1=S returned hIAP inh 9, mIAP activ 0.52, hIAP activ 0.91, APOBEC3A inh 1, MIN6 prolif -3, MPTP block -0.1, GRIN3A LBD mod 3, A3G deaminase -1 and mIAP inh 48*.
CCc1ccc(Nc2n[n+](-c3ccccc3)c(-c3cccc(C)c3)s2)cc1 was read as hIAP inh 11, mIAP activ 0.93, hIAP activ 0.89, APOBEC3A inh -2, MIN6 prolif -8, MPTP block 2.3, GRIN3A LBD mod 2, A3G deaminase -4 and mIAP inh 7.

Sorted by length of the SMILES (ascending): part of the list above
Cc1ncsc1C(=O)NCc1ccc(N2CCCC2=O)cc1 was read as hIAP inh 5, mIAP activ 0.99, hIAP activ 0.95, APOBEC3A inh 2, MIN6 prolif -1, MPTP block 3.7, GRIN3A LBD mod -1, A3G deaminase -7 and mIAP inh 1.
Screening CC(C)CNC(=S)N1CCN(Cc2ccc3c(c2)OCO3)CC1 returned hIAP inh 3, mIAP activ 0.91, hIAP activ 0.97, APOBEC3A inh -1, MIN6 prolif 0, MPTP block 0.5, GRIN3A LBD mod 0, A3G deaminase -3 and mIAP inh 9.
For CC[C@]12c3[nH]c4ccccc4c3CCN1C(=O)C(CC(=O)NCCCOC)C[C@@H]2C(=O)N1CCN(C(=O)c2ccco2)CC1 (stereo partly specified) the results were hIAP inh -4, mIAP activ 1.1, hIAP activ 1, APOBEC3A inh -2, MIN6 prolif -4, MPTP block -1.3, GRIN3A LBD mod 0, A3G deaminase -6 and mIAP inh -11.

Remaining list, next part
For CCOC(=O)C1CSC(CC(=O)Nc2ccc(Cl)c(Cl)c2)C(=O)N1 (stereo unspecified) the results were hIAP inh -3, mIAP activ 1, hIAP activ 1, APOBEC3A inh -4, MIN6 prolif 0, MPTP block 0.1, GRIN3A LBD mod 3, A3G deaminase -1 and mIAP inh -3.
`Oc1[nH]c2ccccc2c1C1=NCCCC1` gave hIAP inh -1, mIAP activ 0.93, hIAP activ 1, APOBEC3A inh -3, MIN6 prolif 1, MPTP block -1.7, GRIN3A LBD mod 0, A3G deaminase -5 and mIAP inh 7.
CCOc1ccc(CCNC(=O)c2ccc(N3CCCC3=O)cc2)cc1OCC was read as hIAP inh -22, mIAP activ 1, hIAP activ 1.2, APOBEC3A inh 0, MIN6 prolif 1, MPTP block -0.7, GRIN3A LBD mod -1, A3G deaminase 0 and mIAP inh -1.
For CCOC(=O)N1CCC(NCCNC(=O)c2ccco2)CC1 the results were hIAP inh -2, mIAP activ 0.93, hIAP activ 1, APOBEC3A inh 0, MIN6 prolif 1, MPTP block 0.8, GRIN3A LBD mod 0, A3G deaminase -8 and mIAP inh 7.
`C[C@H](CO)N1C[C@H](C)[C@@H](CN(C)S(=O)(=O)c2ccc(F)cc2)Oc2ccc(NC(=O)Nc3ccccc3)cc2C1=O` gave hIAP inh 4, mIAP activ 2.4*, hIAP activ 0.96, APOBEC3A inh -4, MIN6 prolif -1, MPTP block 1.4, GRIN3A LBD mod 1, A3G deaminase -11 and mIAP inh -144.
`CC(=O)c1ccc(NC(=O)c2cc(Cl)nc3ccccc23)cc1` gave hIAP inh 0, mIAP activ 0.97, hIAP activ 1, APOBEC3A inh 2, MIN6 prolif -2, MPTP block 1.7, GRIN3A LBD mod 0, A3G deaminase -2 and mIAP inh 3.
Fc1cc(F)cc(NC(=S)N2CCC(c3ccccc3)C2)c1 (stereo unspecified) was read as hIAP inh -8, mIAP activ 0.97, hIAP activ 1.1, APOBEC3A inh 3, MIN6 prolif -1, MPTP block 1.6, GRIN3A LBD mod -2, A3G deaminase 0 and mIAP inh 3.
COc1ccccc1NC(=S)NC1CCCCC1 was read as hIAP inh -9, mIAP activ 1, hIAP activ 1.1, APOBEC3A inh -3, MIN6 prolif -1, MPTP block 1.1, GRIN3A LBD mod -3, A3G deaminase -13 and mIAP inh -2.
Screening O=C(COc1ccccc1Br)c1ccc2c(c1)OCO2 returned hIAP inh -8, mIAP activ 0.98, hIAP activ 1.1, APOBEC3A inh 2, MIN6 prolif 2, MPTP block -0.3, GRIN3A LBD mod 1, A3G deaminase -3 and mIAP inh 2.
`CN(C(=O)CSc1cn(CC(=O)N2CCOCC2)c2ccccc12)c1ccccc1` gave hIAP inh -2, mIAP activ 0.97, hIAP activ 1, APOBEC3A inh -7, MIN6 prolif 1, MPTP block -1.6, GRIN3A LBD mod -2, A3G deaminase -11 and mIAP inh 3.
